# Screens deposited in PubChem by NCI.
# Growth percent in the NCI-60 one-dose screen (48 h, 10 µM unless noted): 100 = growth as untreated, 0 = no growth, -100 = all killed.
# SR: SR leukemia cells | AID 1794780 | 73,000 compounds, 8.7% hits
# MDA-MB-468: MDA-MB-468 breast cancer | 78,000 compounds, 8.5% hits | AID 2202374
# MCF7: MCF7 breast cancer; AID 1794796; 82,000 compounds, 6.3% hits
# K-562: K-562 leukemia | 78,000 compounds, 7.4% hits
# MDA-MB-435: MDA-MB-435 melanoma. 82,000 compounds, 7.8% hits. AID 1794794
# RPMI-8226: RPMI-8226 leukemia cells; 77,000 compounds, 7.5% hits; AID 1794781
# MOLT-4: MOLT-4 leukemia cells | 80,000 compounds, 6.9% hits
# MDA-MB-231: MDA-MB-231 breast cancer; 81,000 compounds, 5% hits; AID 1794789
# * hit, by the source's call; / = not tested or not shown; & = joins results of further samples. How the source made its calls: active means growth percent below 10; inactive means the rest.
SMILES,SR,MDA-MB-468,MCF7,K-562,MDA-MB-435,RPMI-8226,MOLT-4,MDA-MB-231
CCOC(=O)c1cc(=O)nc(N)s1,93,100,93,92,106,94,101,107
CC(=O)N1C(=O)C(C(C)=O)(C(C)=O)c2ccccc21,105,100,98,102,102,101,104,91
NS(=O)(=O)c1ccc(N=Nc2c(O)n(CC(=O)Nc3ccc(Cl)cc3)c3ccccc23)cc1,25,57,73,50,41,73,17,91
Cc1[nH]c2ncnc(Nc3ccc(NC(=O)Nc4cccc(C(F)(F)F)c4)c(F)c3)c2c1C,98,102,78,81,/,/,91,94
O=C1Nc2ccccc2/C1=C/c1cn(C(=O)c2ccc(Cl)cc2)c2ccccc12,/,98,59,86,110,75,109,78
COc1ccc(/C=C/C(=O)c2c(C)nc3ccccc3c2/C=C/c2ccc(C)cc2)cc1OC,/,79,33,40,89,36,40,78
COc1cc2nc(-c3ccc(C(F)(F)F)cc3)cc(OCCCNCC3CCCO3)c2cc1OC (stereo not given),8.7*,14,13,10,5.9*,-13*,14,18
O=c1[nH]c(=S)[nH]cc1-c1ccc(Cl)c(Cl)c1,96,89,95,81,98,131,93,113
Cc1nnc2c3nnc(-c4ccccc4C(=O)O)n3c3ccccc3n12,94,99,95,114,96,98,98,100
Cc1ccc(-c2cc(-c3ccccc3)[nH]c(=O)c2C#N)s1,121,106,91,99,103,88,100,103
Cn1c(=O)c2c(nc(Br)n2CCC(=O)Nc2ccccc2)n(C)c1=O,113,110,94,111,113,93,97,98
NC(=O)Nc1ccc(C(=O)O)cc1,88,113,99,98,107,118,82,98
Cc1ccc(NC(=O)c2cc(-c3nc4ccccc4s3)c(=O)n(NS(=O)(=O)c3ccc(Cl)cc3)c2N)cc1,95,109,94,100,99,95,98,96
CCCCn1c(=O)c(/C=C/c2cc(/C=C/c3cc4cc(C)ccc4n(CCCC)c3=O)n(-c3ccccc3)n2)cc2cc(C)ccc21,70,112,90,81,107,113,68,99
CCc1nc(N)c(C)c(CC)n1,98,127,104,103,120,105,100,105
COc1cccc2c1CN(C(=O)c1ccc(O)c(C(=O)N3Cc4ccc(OCCC[P+](c5ccccc5)(c5ccccc5)c5ccccc5)cc4C3)c1)C2,35,-2.9*,18,23,32,26,94,87
Clc1ccc2c(NCCCNC3CCCCC3)ccnc2c1,47,85,91,70,85,82,6.4*,94
CC(C)(C)c1ccc(O)c(CN(CCO)CCO)c1,91,108,/,96,155,88,79,89
c1ccc(C2OCC3(CO2)COC(c2ccccc2)OC3)cc1 (stereo not given),104,104,100,94,113,100,104,109
COc1cc(-c2nn(-c3cccc(NC(=O)Nc4ccc(Cl)c(C(F)(F)F)c4)c3)cc2-c2ccncc2)ccc1Cl,/,-7.2*,0.1*,3.8*,-52*,-8.7*,-2.4*,-52*
C=C1C(=O)O[C@H]2[C@H]1CC/C(COC(=O)CCCCCC(=O)OC/C1=C/CC[C@@]3(C)O[C@H]3[C@H]3OC(=O)C(=C)[C@@H]3CC1)=C\CC[C@@]1(C)O[C@@H]21,3.4*,-33*,13,6.4*,31,1.1*,0.8*,-28*
COc1ccc(-c2nc3n[nH]c(Nc4cccc(Cl)c4)c3c(=O)[nH]2)cc1OC,42,71,62,58,26,105,87,105
O=S(=O)(O)C1CC2NC3C4CCCC(S(=O)(=O)O)C4C(Nc4ccccc4)CC3N(c3ccccc3)C2CC1Nc1ccccc1 (stereo not given),108,125,108,92,111,107,102,121
N#C/C(=C\c1ccc(Br)cc1)n1nnc2c(F)cccc21,23,-11*,13,12,-27*,-20*,9.9*,-11*
COc1ccc(CSc2nc3ccc(C)cc3c(=O)n2-c2ccc(OC)cc2OC)cc1,106,101,91,118,91,98,114,92
COc1ccc(C)cc1NS(=O)(=O)c1ccccc1,109,111,104,110,115,116,102,112
N#CCCN1CCSC1=S,91,104,101,93,109,96,90,112
CC1=C(/C=C/C(C)=C/C=C/C(C)=C/C=O)C(C)(C)CCC1,91,91,92,106,104,92,101,103
Cc1ccc(C(=O)/C=C/c2cc3ccccc3n3nnnc23)cc1,85,92,77,90,104,99,100,102
N#Cc1ccccc1-c1ccc(Cn2c(-c3cscn3)nc3c(Cl)cccc32)cc1,55,56,64,49,90,48,48,80
CN(C)C1(C2c3ccccc3-c3ccccc32)c2ccccc2-c2ccccc21,/,91,84,/,117,95,/,65
Oc1ccc(-c2ccc3c(c2)ncn3-c2ccc(F)cc2)cc1,/,108,91,75,90,84,79,91
CC(=O)OC(COc1ccc(Cl)cc1)COc1ccc(Cl)cc1,98,94,91,94,102,101,101,108
O=C1OC(c2nc3ccccc3s2)=C/C1=C\c1ccccc1,36,110,100,103,101,121,106,98
CN(C)CCC(O)(c1ccccc1)c1ccccc1Cl (stereo not given),98,103,104,97,109,/,94,102
C/C(=N\NC(=O)Cn1c(-c2ccc(S(C)(=O)=O)cc2)nc2cc(Cl)ccc21)c1ccc(Cl)cc1,/,69,62,63,79,76,62,73
Cn1c(=O)[nH]c(=O)c2nc(CCC(=O)NCc3ccc(C(=O)O)cc3)c(=O)[nH]c21,108,101,107,105,105,110,105,106
CCOP(=O)(OCC)c1nc(-c2ccc(C)cc2)oc1NCCCI,47,58,46,44,60,36,27,65
O=C(Nc1sc2c(c1C(=O)O)CCCC2)c1ccc(Br)cc1,106,115,91,116,100,98,104,95
CC(=O)N1c2ccc(C)cc2Sc2c1ccc1ccccc21,79,101,94,78,112,/,83,98
N=C(N)c1ccc(-c2ccc(-c3cc(F)cc(F)c3)o2)nc1,7.2*,85,67,16,91,60,74,78
CC1(C)CC(=O)C2=C(C1)Nc1cc3c(cc1C2c1ccc(F)cc1)OCO3 (stereo not given),90,71,91,88,102,92,83,108
N=c1c2ccccc2nnn1-c1cccc(C(F)(F)F)c1,47,105,40,40,82,56,43,51
CC(=O)NC(=O)CC(O)(c1ccccc1)c1ccccc1,86,103,98,106,105,104,93,96
O=C1CCCCC(=O)[C@H]2CC3(CO[C@@H]2CO1)OCCO3,87,100,95,102,101,107,99,104
O=C1CCCc2cc(OCCCC(=O)N3CCCCC3)ccc2N1,99,99,98,99,110,96,110,101
CC(C)c1cc(-c2nc3ccc(Cl)cc3[nH]2)no1,58,81,86,66,73,86,77,87
NC(=O)CC[n+]1cccc(C(=O)O)c1,86,108,100,/,106,105,100,105

# 4 of the compounds above, field by field.
N=c1c2ccccc2nnn1-c1cccc(C(F)(F)F)c1
  SR = 47	MDA-MB-468 = 105	MCF7 = 40	K-562 = 40	MDA-MB-435 = 82	RPMI-8226 = 56	MOLT-4 = 43	MDA-MB-231 = 51

CC(=O)NC(=O)CC(O)(c1ccccc1)c1ccccc1
  SR = 86	MDA-MB-468 = 103	MCF7 = 98	K-562 = 106	MDA-MB-435 = 105	RPMI-8226 = 104	MOLT-4 = 93	MDA-MB-231 = 96

O=C1CCCCC(=O)[C@H]2CC3(CO[C@@H]2CO1)OCCO3
  SR = 87	MDA-MB-468 = 100	MCF7 = 95	K-562 = 102	MDA-MB-435 = 101	RPMI-8226 = 107	MOLT-4 = 99	MDA-MB-231 = 104

O=C1CCCc2cc(OCCCC(=O)N3CCCCC3)ccc2N1
  SR = 99	MDA-MB-468 = 99	MCF7 = 98	K-562 = 99	MDA-MB-435 = 110	RPMI-8226 = 96	MOLT-4 = 110	MDA-MB-231 = 101

# Additional entries.
SMILES,SR,MDA-MB-468,MCF7,K-562,MDA-MB-435,RPMI-8226,MOLT-4,MDA-MB-231
CCNc1ccc2ccccc2c1N=Nc1ccc(N=Nc2ccccc2)cc1,/,104,85,125,110,96,82,93
C/C(=N\NC(=O)CSc1nc2ccccc2c(=O)n1CCc1ccc(S(N)(=O)=O)cc1)c1ccc(Cl)cc1,77,80,85,72,84,57,65,60
Cc1[nH]c(N)nc(=S)c1CCCNc1ccc(C(=O)NC(CCC(=O)O)C(=O)O)cc1 (stereo not given),90,106,101,62,103,97,88,113
S=c1[nH]ccn1-c1ccccc1,99,107,90,104,101,102,97,97
Cc1c(OCC(F)(F)F)ccnc1CNc1ccc(C2=CC(c3ccccc3)N=C(N)N2)cc1 (stereo not given),47,61,47,45,70,36,42,88
COn1cc(C(=O)c2ccc(C)cc2)c2cc(C#N)c(C#N)cc21,97,96,93,106,107,93,102,102
COc1ccc(C(=O)/C=C/c2cccc(Nc3ccnc4cc(Cl)ccc34)c2)cc1,0.4*,-2.6*,23,21,28,35,42,14
O=C(/C=C/C=C/c1ccc2c(c1)OCO2)N1CCCCC1,86&92,105&106,83&101,71&91,104&99,124&102,84&98,98&99
CC(C)CCC[C@@H](C)[C@H]1CC[C@H]2[C@@H]3CC[C@H]4C[C@@H](CCC=C(c5cc(Cl)c(O)c(C(=O)O)c5)c5cc(Cl)c(O)c(C(=O)O)c5)CC[C@]4(C)[C@H]3CC[C@]12C,83,/,134,112,106,33,103,110
FC(F)(F)c1cc(N2CCSCC2)nc(NCCCNc2ccnc3cc(Cl)ccc23)n1,20,38,68,28,83,58,60,89
COc1ccc(N=C(C)CC(C)=O)cc1,106,97,101,94,93,90,105,102
O=c1[nH]c2ccc(Cl)cc2[nH]c1=O,95,97,102,91,107,101,104,106
O=S1(=O)CCN(CCc2ccccc2)CC1,82,/,107,104,95,104,92,100
Nc1c(I)cc([N+](=O)[O-])cc1I,102,98,100,101,103,104,93,98
Cn1cc(-c2nc(N)nnc2-c2c[nH]c3ccc(Br)cc23)c2ccccc21,66,78,61,62,77,80,68,97
O=C(O)c1ccccc1NC1SC(=O)N(c2ccccc2)C1=O (stereo not given),94,97,103,90,105,91,/,100
CCOC(=O)CCNC(=O)CCC(=O)NS(=O)(=O)c1ccccc1,89,110,/,99,102,104,97,107
Clc1ccc(-c2cn3cc(Cc4ccccc4)sc3n2)cc1,68,86,87,69,98,86,93,100
CC(C)c1ccc(-n2c(=S)[nH]c3sc4cc(O)ccc4c3c2=O)cc1,102,97,90,107,100,100,98,95
NS(=O)(=O)c1cccc(Nc2nc(SCC(=O)c3ccc(Cl)cc3)nc3c2CCCC3)c1,105,94,85,93,103,98,98,97
Cc1c(Cl)cc(-n2c(=O)c3ccccc3c3ccccc3c2=O)cc1Cl,/,128,98,106,104,92,96,84
CCCCCCc1cn(C(C)c2ccc(OC)c(OC3CCCC3)c2)nn1 (stereo not given),/,46,78,63,87,45,59,89
C=CCC(=O)N[C@H](/C=C/C(=O)O)Cc1ccc(-c2cc(Cl)cc(Cl)c2)cc1,82,101,93,97,103,97,91,98
N#Cc1c(-c2ccccc2Cl)c2c(Br)cc3ccccc3c2oc1=O,98,80,95,76,108,80,67,100

# Entries listed so far with bromine:
SMILES,SR,MDA-MB-468,MCF7,K-562,MDA-MB-435,RPMI-8226,MOLT-4,MDA-MB-231
Cn1c(=O)c2c(nc(Br)n2CCC(=O)Nc2ccccc2)n(C)c1=O,113,110,94,111,113,93,97,98
N#C/C(=C\c1ccc(Br)cc1)n1nnc2c(F)cccc21,23,-11*,13,12,-27*,-20*,9.9*,-11*
O=C(Nc1sc2c(c1C(=O)O)CCCC2)c1ccc(Br)cc1,106,115,91,116,100,98,104,95
Cn1cc(-c2nc(N)nnc2-c2c[nH]c3ccc(Br)cc23)c2ccccc21,66,78,61,62,77,80,68,97
N#Cc1c(-c2ccccc2Cl)c2c(Br)cc3ccccc3c2oc1=O,98,80,95,76,108,80,67,100

# Going on with the list.
SMILES,SR,MDA-MB-468,MCF7,K-562,MDA-MB-435,RPMI-8226,MOLT-4,MDA-MB-231
Cc1ccc(N=Nc2sc(-n3[nH]c(=O)ccc3=O)nc2C)cc1,102,96,82,97,103,100,97,93
CCOC(=O)CS,112,104,110,107,105,112,105,94
Cn1c(=S)c2[nH]c(SCCN)nc2n(C)c1=O,100,122,109,100,101,111,90,96
S=C(S)NCCc1c[nH]c2ccccc12,95,99,94,93,103,92,94,91
CC(=O)c1c(C)n(C)c2c1c(-c1ccccc1)nc1ccccc12,95,92,96,102,99,79,89,94
O=C1OCN(c2cccc(Cl)c2)c2ccccc21,122,97,77,112,105,113,97,110
CCC(=O)Nc1ccc(C(=O)c2ccccc2)cc1,86,106,99,98,112,98,95,110
Oc1cccc2c(O)cccc12,75,104,93,86,100,84,83,74
CCOc1ccc(C(=O)OC)cc1,102,85,90,110,98,108,113,108
Cc1ncc(C(=O)Nc2ccc(CN3CCN(C)CC3)c(C(F)(F)F)c2)cc1C#Cc1c(N)ncc2ccc(F)cc12,/,48,-73*,-57*,-66*,-44*,-58*,-89*
CCCC(=O)OCc1ccc(OC)cc1,106,/,97,107,125,87,98,118
O=[N+]([O-])c1ccc2[nH]cc(-c3c4ccsc4cc4[nH]c5ccc([N+](=O)[O-])cc5c34)c2c1,10,1.2*,9.1*,/,-28*,9.8*,5.2*,-5.8*
C/C(=N/O)c1cc(Br)c2cccc3c2c1CC3,86,96,98,84,97,93,90,140
CCOC(=O)CC(C(C)=O)C(=O)OCC (stereo not given),89,104,96,107,98,111,97,126
Cc1ccc(-c2csc(N3C(=O)c4ccccc4C3=O)n2)cc1,81,92,94,91,105,95,90,96
O=C(CSc1nnc(-c2cc(-c3ccc(Cl)cc3)nc3ccccc23)n1-c1ccccc1)Nc1ccc(C(=O)/C=C/c2ccc(Cl)cc2)cc1,104,113,88,100,101,/,98,108
COc1ccc(/C=C/C(=O)c2ccc(O)c(CN3CCN(c4cc5c(cc4F)c(=O)c(C(=O)O)cn5C4CC4)CC3)c2)cc1OC,/,34,60,28,82,16,88,86
CC[C@]12C=CCN3CC[C@@]4(c5ccc(OC)cc5N(C)[C@H]4[C@@](O)(C(=O)OC)[C@@H]1OC(=O)CCC(=O)O[C@H]1CC[C@H]4[C@@H]5CC[C@H]6CC(=O)CC[C@]6(C)[C@H]5CC[C@]14C)[C@@H]32,-10*,25,10.0*,8.7*,29,0.3*,1.6*,35
C[C@]12CC[C@@H]3c4ccc(O)cc4CC[C@H]3[C@@H]1COC2=O,109,/,103,102,118,160,101,94
O=C1/C(=C\c2cccn2C(=O)c2ccc(Cl)s2)c2ccccc2N1c1c(Cl)cccc1Cl,49,85,52,60,24,95,76,82
